Screens from PubChem.
Bim-Mcl-1: human Bim-Mcl-1 interaction inhibition. AID 1009. 190,000 compounds, 0.1% hits. Q07820. Bead-based flow cytometry, Bim peptide-Mcl-1 binding. inhibition, % at 10 µM; in the data active = inhibition above about 40%;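 note: 0% = no compound tracer wells and 100% = peptide blocker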
Target sequence (Q07820 whole entry, looked up): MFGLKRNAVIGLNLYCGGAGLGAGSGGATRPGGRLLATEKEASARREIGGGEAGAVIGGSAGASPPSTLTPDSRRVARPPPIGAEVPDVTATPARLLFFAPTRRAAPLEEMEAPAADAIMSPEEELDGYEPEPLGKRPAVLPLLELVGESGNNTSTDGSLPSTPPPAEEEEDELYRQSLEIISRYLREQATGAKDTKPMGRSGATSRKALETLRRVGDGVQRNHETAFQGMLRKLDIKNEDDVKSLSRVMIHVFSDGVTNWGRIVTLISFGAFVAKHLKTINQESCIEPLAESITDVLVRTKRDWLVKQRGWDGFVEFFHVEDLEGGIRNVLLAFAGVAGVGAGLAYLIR
Cdc42 wt GTP: modulators (inhibitors or activators) of GTP binding to human Cdc42 wildtype; P60953; GST-Cdc42 beads, Bodipy-GTP binding, flow cytometry; actives lie on both sides; percent activity (GTP binding), % at 10 µM; 190,000 compounds, 0.2% hits;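 active = percent activity GTP binding at least 20 points away from the 100% baseline, either down as inhibitor or up as activator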;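 note: median bead fluorescence of bound Bodipy-FL-GTP at 100 nM; 0% = excess unlabeled GTP control and 100% = no compound control; below 100% means less GTP binding so inhibitor and above means activator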
Target sequence (P60953 whole entry, looked up): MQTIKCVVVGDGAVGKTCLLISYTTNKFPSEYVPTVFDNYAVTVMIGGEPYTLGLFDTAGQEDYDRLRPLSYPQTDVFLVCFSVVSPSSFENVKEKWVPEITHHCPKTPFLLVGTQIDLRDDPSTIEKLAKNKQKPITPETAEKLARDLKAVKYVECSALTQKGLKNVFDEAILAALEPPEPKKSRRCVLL
HRas wt GTP: changes GTP binding to wildtype human HRas. GST-Ras wt beads, Bodipy-FL-GTP binding, flow cytometry; actives lie on both sides. GTP binding activity, % at 10 µM. 190,000 compounds, 0.14% hits;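 active = GTP binding activity at least 20% away from the 100% baseline, either lowered as inhibitor or raised as activator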;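 note: 0% = unlabeled GTP competition control and 100% = no-compound control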
Target sequence (P01112 whole entry, looked up): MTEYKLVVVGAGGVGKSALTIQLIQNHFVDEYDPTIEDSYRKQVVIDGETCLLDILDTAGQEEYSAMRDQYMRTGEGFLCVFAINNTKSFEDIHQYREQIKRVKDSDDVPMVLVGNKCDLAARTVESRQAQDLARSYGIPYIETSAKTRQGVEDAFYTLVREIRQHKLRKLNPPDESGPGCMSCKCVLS
Rab2 wt GTP: changes GTP binding to wildtype dog Rab2A, up or down; P61105; GST-Rab2 wt beads, Bodipy-GTP binding, flow cytometry; GTP binding activity, % at 10 µM; 190,000 compounds, 0.19% hits;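 active = GTP binding activity at least 20 points away from 100%, either lowered or raised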;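 note: 0% = beads with excess unlabeled GTP and 100% = no-compound control corrected for plate trend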
Rac1 mut GTP: human Rac1 activated mutant GTP binding change; P63000; GST-Rac1 activated beads, fluorescent GTP binding, flow cytometry; actives lie on both sides; 100% means binding = to untreated wells; percent activity (GTP binding), % at 10 µM; 190,000 compounds, 0.11% hits; AID 764;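 active = GTP binding at least 20 percentage points away from the 100% baseline, in either direction, so actives lie on both sides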
Avidin bead fluor: avidin bead compound fluorescence profile. Avidin beads, compound fluorescence 488/530 nm, flow cytometry; stronger effect = higher value. fluorescence (KMESF) at 10 µM. 220,000 compounds, 0.38% hits; in the data active = fluorescence above about 47; note: inactives centre near 10
Rac1 wt GTP bind: human Rac1 wildtype GTP binding, inhibitors and activators. P63000. GST-Rac1 beads, fluorescent GTP binding, flow cytometry; actives lie on both sides; 0 = cold GTP competed, 100 = untreated. GTP binding activity (% of control), % at 10 µM. 190,000 compounds, 0.27% hits;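 active = GTP binding activity at least 20 points away from the 100% control level, either lower or higher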
Rab7 wt GTP bind: alters GTP binding to wildtype dog Rab7 | GST-Rab7 beads, fluorescent GTP binding, flow cytometry; actives lie on both sides; untreated = 100%, excess cold GTP = 0% | GTP binding activity (percent of control), % at 10 µM | 190,000 compounds, 0.055% hits | AID 758;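 active = fluorescent GTP binding to Rab7 beads changed by at least 20 points from the 100% baseline, either direction, mostly lower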;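 note: median green fluorescence of bound Bodipy-FL-GTP per Rab7 bead population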
Mcl1 Noxa PPI: Mcl-1/Noxa interaction inhibition | Q07820 | TR-FRET Mcl-1/Noxa peptide binding, 2 h | inhibition, % at 21.7 µM | 220,000 compounds, 1.5% hits | AID 1022;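 active = compounds that cut the protein-peptide binding signal by more than 50% relative to plate controls in a single-dose test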;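 note: His-tagged Mcl-1 with rhodamine Noxa BH3 peptide and terbium anti-His antibody; 0% = Mcl-1 plus Noxa peptide wells and 100% = peptide-only wells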
Pf gametocyte: inhibitors of late stage P. falciparum gametocyte viability; P. falciparum stage V gametocytes, ATP luminescence, 24 h; inhibition, % at 10.9 µM; 150,000 compounds, 0.065% hits; AID 743093;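 active = inhibition above the mean plus 3 SD of compounds within the control limits, set per campaign, cut at about 38% in these data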;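 note: 0% = DMSO wells and 100% = medium only without gametocytes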
Mcl1-Bid inh: Mcl-1/Bid interaction inhibition; inhibition, % at 21.7 µM; 220,000 compounds, 0.97% hits; TR-FRET Mcl-1/Bid-Dy647 peptide binding, 1536-well; Q07820; AID 1021;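 active = compounds that cut the binding signal by more than half at the single screening dose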;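 note: His-tagged Mcl-1 with europium anti-His antibody binding Bid BH3 peptide; 0% = Mcl-1 plus peptide wells and 100% = peptide-only wells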
* marks the source's active call; other numbers are inactive results; · = not tested or not shown.

SMILES	Bim-Mcl-1	Cdc42 wt GTP	HRas wt GTP	Rab2 wt GTP	Rac1 mut GTP	Avidin bead fluor	Rac1 wt GTP bind	Rab7 wt GTP bind	Mcl1 Noxa PPI	Pf gametocyte	Mcl1-Bid inh
CCOc1cc(NC(=S)NCC2CCCO2)c(OCC)cc1NC(=O)c1ccc(F)cc1 (centres undefined)	-4	97	97	98	97	12	99	107	8	-18	-31
C=CCc1cc(Cl)ccc1OCCOCCNC(C)CC (centres undefined)	-1	99	99	99	99	6	100	103	33	-6	40
CCCC(=O)c1ccc(N2CCCCCC2)c(F)c1	1	95	98	95	95	16	95	98	2	-4	-27
CCOC(=O)C1CCCN(c2c(N3CCN(C)CC3)c(=O)c2=O)C1 (centres undefined)	0	96	94	96	95	17	95	94	-24	·	-21
Cc1ccc(NC(=O)/C(=C\C=C\c2ccccc2)NC(=O)c2ccccc2)cc1	-2	103	101	101	102	11	103	98	-9	·	21
COc1ccc(CCNC(=O)CSc2nc3[nH]ncc3c(=O)n2-c2cccc(C(F)(F)F)c2)cc1OC	-1	99	98	98	96	11	100	100	4	-14	-11
Nc1nc2ccccc2n1C(=O)CCc1ccccc1	-1	104	101	97	96	8	105	97	-10	18	-15
Cc1c(C(=O)N2CCOCC2)oc2ccc(S(=O)(=O)N3CCCCCC3)cc12	-3	99	97	98	99	13	103	95	6	·	-33
COc1ccc(NC(=O)C(CC(=O)O)Cc2ccccc2)cc1 (centres undefined)	-3	109	100	101	102	29	107	99	2	·	-15
O=C(CSc1ncn[nH]1)c1ccc(OC(F)F)cc1	-2	96	99	98	97	21	97	107	4	·	-13
Cc1cnn(-c2ccc3nnc(-c4ccc(Br)cc4)n3n2)c1	1	102	100	100	99	3	101	101	13	·	-11
CC1=CCC2C(=O)N(c3cc(C)on3)C(=O)C2C1 (centres undefined)	-5	103	105	102	102	21	107	100	-3	·	-10
CCn1nnnc1SCC(=O)Nc1cccc(NC(C)=O)c1	-1	101	97	99	103	5	108	96	10	-13	-2
CC(C)(C)c1ccc2c(c1)OCC(C(=O)O)O2 (centres undefined)	2	104	101	103	98	12	105	102	-7	-20	-34
CS(=O)(=O)c1ccc(Cl)c(NC(=O)COC(=O)CNC(=O)c2ccc(Br)o2)c1	0	97	93	95	95	8	93	95	8	12	-6
CCOC(=O)C1=C(C)Nc2ncnn2C1c1ccccc1F (centres undefined)	-1	98	99	101	99	7	104	100	8	·	-15
Cc1ccc(F)cc1NC(=O)CCOc1ccccc1	-9	99	95	100	96	16	98	97	1	20	-10
Cc1ccc(CS(=O)(=O)CCC(=O)NCCN(C)Cc2ccccc2)cc1	0	105	99	98	98	6	102	96	22	·	-23
Cc1nn(-c2ccccc2)c2c1C(c1ccc([N+](=O)[O-])cc1)N1C(=N2)C(=O)Nc2ccccc21 (centres undefined)	-7	103	102	101	102	10	111	101	16	4	1
CCOc1ccccc1N(C(=O)Nc1cccc(Cl)c1)C1=NC(C)CS1 (centres undefined)	-3	99	97	98	100	15	102	98	15	-25	-11
CCOC(=O)c1sc(NC(C)=O)nc1-c1ccccc1	-2	95	97	95	97	31	97	95	3	·	-19
CC(CCc1ccccc1)NC(=O)CSc1nccc(=O)[nH]1 (centres undefined)	-1	98	98	94	93	-2	102	94	2	·	-11
CN(C)CCOC(=O)c1cccc(Br)c1	-1	100	100	100	96	24	100	99	7	·	4
COc1cccc(C2C(C(N)=O)=C(C)Nc3nc(-c4ccccc4Cl)nn32)c1 (centres undefined)	4	97	98	97	97	4	98	99	6	·	-8
CC[C@H](C)C(C(=O)N1CCN(C(=O)OC(C)(C)C)CC1)n1cc(C(CC(C)C)NC(=O)OC(C)(C)C)nn1 (some centres undefined)	-1	93	95	95	94	4	95	99	-9	-10	-3
COC(=O)c1[nH]c2ccc(C)cc2c1NC(=O)CN1CCN(c2ccc(F)cc2)CC1	-4	98	98	97	97	24	101	98	-3	·	-22
CCCOC(=O)c1ccc(OC(=O)c2ccco2)cc1	3	96	97	95	95	12	98	93	1	5	-29
CCCC(=O)Nc1ccc(C(=O)NN2C(=O)c3ccccc3C2=O)cc1	-10	104	102	101	100	11	103	101	-4	-11	-7
CC(C)(C)Nc1nc(SCc2ccccc2)nc(N2CCOCC2)n1	-3	97	99	101	101	14	104	97	12	12	-36
CCC(=O)OC1c2ccccc2C(=O)N1Cc1ccccc1 (centres undefined)	0	103	100	101	103	7	105	98	-12	·	-19
CCCCCOc1ccc(NC(=O)c2cc(SC)ccc2Cl)cc1	-4	100	100	100	98	6	102	103	10	·	-1
COc1ccc(S(=O)(=O)N2CCN(c3ccccc3OC)CC2)cc1OC	-5	98	100	101	96	15	103	101	5	-11	5
Cc1ccc(CS(=O)(=O)CCC(=O)N2CCOCC2)cc1	0	97	98	94	93	34	95	97	1	-21	-4
COc1ccccc1/C=C/C=N/N1CCN(Cc2cccc3ccccc23)CC1	0	96	99	95	95	10	98	95	-2	-13	-44
COc1ccc(OC)c(C2C(C(C)=O)=C(O)C(=O)N2Cc2cccnc2)c1 (centres undefined)	0	99	99	97	97	6	100	94	-9	·	-62
Cc1ccc(Cn2c(SCC(=O)NCc3ccco3)nc3ccsc3c2=O)cc1	6	95	96	94	95	8	97	97	-53	·	6
Cc1ccc(S(=O)(=O)c2cn(CC(=O)Nc3ccccc3)c3ccc(F)cc3c2=O)cc1	-4	99	102	104	96	3	100	103	-1	·	-4
Cc1ccc(Nc2ncc3c(n2)CC(C)(C)CC3=O)cc1	0	96	93	100	90	8	99	106	6	-2	-26
COc1ccc(-n2c(SCC(=O)N3CCCCC3)nnc2-c2cccnc2)cc1	-8	99	102	102	97	13	106	101	-14	·	11
N#CCN1CCN(CC(=O)Nc2cccc3ccccc23)CC1	-2	99	99	95	96	38	97	98	8	-15	-9

Ordered by length of the SMILES (descending): some entries from above.
SMILES	Bim-Mcl-1	Cdc42 wt GTP	HRas wt GTP	Rab2 wt GTP	Rac1 mut GTP	Avidin bead fluor	Rac1 wt GTP bind	Rab7 wt GTP bind	Mcl1 Noxa PPI	Pf gametocyte	Mcl1-Bid inh
COc1ccc(OC)c(C2C(C(C)=O)=C(O)C(=O)N2Cc2cccnc2)c1 (centres undefined)	0	99	99	97	97	6	100	94	-9	·	-62
Cc1ccc(Cn2c(SCC(=O)NCc3ccco3)nc3ccsc3c2=O)cc1	6	95	96	94	95	8	97	97	-53	·	6
COc1ccccc1/C=C/C=N/N1CCN(Cc2cccc3ccccc23)CC1	0	96	99	95	95	10	98	95	-2	-13	-44
COc1ccc(S(=O)(=O)N2CCN(c3ccccc3OC)CC2)cc1OC	-5	98	100	101	96	15	103	101	5	-11	5
Cc1ccc(Nc2ncc3c(n2)CC(C)(C)CC3=O)cc1	0	96	93	100	90	8	99	106	6	-2	-26
N#CCN1CCN(CC(=O)Nc2cccc3ccccc23)CC1	-2	99	99	95	96	38	97	98	8	-15	-9

Carrying on.
SMILES	Bim-Mcl-1	Cdc42 wt GTP	HRas wt GTP	Rab2 wt GTP	Rac1 mut GTP	Avidin bead fluor	Rac1 wt GTP bind	Rab7 wt GTP bind	Mcl1 Noxa PPI	Pf gametocyte	Mcl1-Bid inh
COC(=O)c1ccc2c(=O)n(CCCCCC(=O)NCc3ccccn3)c(=O)[nH]c2c1	-1	103	101	101	99	37	99	100	14	·	-3
CCOC(=O)/C(C#N)=C/c1ccc(OCC(=O)Nc2ccccc2)c(OC)c1	-2	99	98	95	96	8	98	98	-18	20	16
CCS(=O)(=O)Nc1ccc(C2=NN(C(=O)c3ccco3)C(c3cccc(F)c3)C2)cc1 (centres undefined)	2	85	97	94	94	6	97	93	-11	-17	-11
CCOc1ccc(CCNC(=O)C2CCC(=O)N2C2CCCCC2)cc1OCC (centres undefined)	0	99	97	96	98	10	96	97	4	-3	1
Cc1ccc(S(=O)(=O)Cn2nnnc2CN2CCN(C(=O)c3ccco3)CC2)cc1	0	97	97	95	96	8	96	95	11	-2	4
CC(=O)OC1COC(OC2C(O)C(C)OC(OC3C(OC4CCC5(C)C(CCC6(C)C5CC=C5C7CC(C)(C)CCC7(C(=O)O)CCC56C)C4(C)CO)OCC(O)C3O)C2O)C(O)C1OC(C)=O (centres undefined)	-2	93	94	94	91	7	91	103	-15	·	13
Cc1cccc(-c2c3c(=O)n(C)c(=O)n(C)c3cn2CCO)c1	0	100	100	99	99	16	101	98	19	·	-52
CCOC(=O)c1cc(-c2cccc([N+](=O)[O-])c2)on1	1	97	96	97	95	9	98	96	6	·	-16
COc1ccc(-c2cc3ccccc3oc2=O)cc1NC(=O)c1ccc(Br)o1	-17	98	98	98	96	47*	101	96	-70	·	60*
COc1ccc(C(=O)NC(=S)N2CC(C)OC(C)C2)cc1OC (centres undefined)	-1	94	94	96	95	14	96	98	-5	-16	-40
C/C(=N\NC(=O)c1ccc(Cn2cc([N+](=O)[O-])cn2)o1)c1cccc(NC(=O)c2cccnc2)c1	3	101	97	94	98	8	96	101	0	-2	-10
Cc1cc(-n2c(C)cc(C(=O)CSc3ncnc4ccccc34)c2C)no1	0	101	99	99	95	26	99	101	0	-19	-109
Cc1cc(C(C)(C)C)c(O)c(C(C)(C)C)c1	-2	97	96	98	95	12	98	97	-4	·	-1
COc1cc(OC)cc(C(C(=O)NC2CCCCC2)N(C(=O)c2ccno2)c2ccccc2)c1 (centres undefined)	0	104	101	102	98	9	103	98	2	-17	1
COc1cc(-c2nc3ccc4ccccc4c3c3c2CCC3)cc(OC)c1OC	-1	104	100	100	95	24	104	100	25	21	10
CCOC(=O)Nc1ccc2c(c1)N(C(=O)N1CCN(C)CC1)c1ccccc1S2	0	105	104	104	100	11	102	98	16	7	-30

Mcl1-Bid inh, hit marks shown above
smiles	Bim-Mcl-1	Cdc42 wt GTP	HRas wt GTP	Rab2 wt GTP	Rac1 mut GTP	Avidin bead fluor	Rac1 wt GTP bind	Rab7 wt GTP bind	Mcl1 Noxa PPI	Mcl1-Bid inh
COc1ccc(-c2cc3ccccc3oc2=O)cc1NC(=O)c1ccc(Br)o1	-17	98	98	98	96	47*	101	96	-70	60*
